EBNA-1 inhibitor: blocks EBNA-1 binding to DNA; EBNA-1 DNA binding, fluorescence polarization; inhibition, % at 14.8 µM; 300,000 compounds, 0.34% hits; AID 1950; in the data active = inhibition above about 28%
ZTA counter: blocks Epstein-Barr virus ZTA, an EBNA-1 counter-screen. P03206. inhibition, % at 11 µM. 320,000 compounds, 0.15% hits. AID 2234. ZTA-DNA binding, fluorescence polarization; in the data active = inhibition above about 33%
RPL19A TOR yeast: modulators of TOR pathway RPL19A-GFP in S. cerevisiae. S. cerevisiae RPL19A-GFP strain, flow cytometry, 3 h; hits give low values. percent response vs DMSO, % at 10 µM. 330,000 compounds, 0.3% hits. AID 2025;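 active = percent response vs DMSO below 50%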;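 also: median channel GFP fluorescence of the barcoded RPL19A-GFP strain; ratio of sample median GFP to plate DMSO average so 100% = DMSO; lower means less RPL19A-GFP as with rapamycin TOR inhibition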
LAP4-GFP MLPCN: yeast TOR pathway LAP4-GFP modulation; S. cerevisiae LAP4-GFP multiplex, flow cytometry GFP, 3 h; median GFP as percent of DMSO wells; GFP response vs DMSO, % at 10 µM; 320,000 compounds, 0.34% hits; AID 2023;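 active = GFP response vs DMSO above a set limit, about the screen mean plus 3 SD, cut at about 150% in these data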
MEP2 TOR yeast: modulators of TOR pathway MEP2-GFP in S. cerevisiae; S. cerevisiae MEP2-GFP strain, flow cytometry GFP, 3 h; 100% = DMSO control level; GFP response vs DMSO, % at 10 µM; 330,000 compounds, 0.51% hits; AID 2016;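 active = GFP response versus DMSO above a set limit, roughly screen mean plus 3 SD, cut at about 180% in these data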;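 also: median GFP fluorescence of the barcode-gated MEP2-GFP cells per well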
proCasp3 act: activates human procaspase-3; activation, % at 8.5 µM; P42574; recombinant procaspase-3 D3A, Ac-DEVD-pNA absorbance 405 nm; 330,000 compounds, 0.11% hits;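 active = activation above the mean of all tested compounds plus 3 SD, cut at about 21% in these data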;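 also: 0% = DMSO alone and 100% = DMSO wells spiked with extra 5 µM PC-3 D3A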
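Technique: 405 nm absorbance of p-nitroaniline, reads at 0 and 120 min; Test system: Procaspase-3 D3A mutant; Incubation: 1 h enzyme-compound preincubation, then 2 h substrate reaction, 25 °C; Repeats: singlicate, each compound tested once; Benchmarks: low control DMSO wells, high control DMSO plus 5 µM PC-3 D3A.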
AHR activator: activators of human aryl hydrocarbon receptor. P35869. AHR-responsive luciferase reporter cells, luminescence. activation, % at 5 µM. 320,000 compounds, 2.5% hits; in the data active = activation above about 47%;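 also: 0% = vehicle wells and 100% = reference agonist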
Target sequence (P35869 whole entry, looked up): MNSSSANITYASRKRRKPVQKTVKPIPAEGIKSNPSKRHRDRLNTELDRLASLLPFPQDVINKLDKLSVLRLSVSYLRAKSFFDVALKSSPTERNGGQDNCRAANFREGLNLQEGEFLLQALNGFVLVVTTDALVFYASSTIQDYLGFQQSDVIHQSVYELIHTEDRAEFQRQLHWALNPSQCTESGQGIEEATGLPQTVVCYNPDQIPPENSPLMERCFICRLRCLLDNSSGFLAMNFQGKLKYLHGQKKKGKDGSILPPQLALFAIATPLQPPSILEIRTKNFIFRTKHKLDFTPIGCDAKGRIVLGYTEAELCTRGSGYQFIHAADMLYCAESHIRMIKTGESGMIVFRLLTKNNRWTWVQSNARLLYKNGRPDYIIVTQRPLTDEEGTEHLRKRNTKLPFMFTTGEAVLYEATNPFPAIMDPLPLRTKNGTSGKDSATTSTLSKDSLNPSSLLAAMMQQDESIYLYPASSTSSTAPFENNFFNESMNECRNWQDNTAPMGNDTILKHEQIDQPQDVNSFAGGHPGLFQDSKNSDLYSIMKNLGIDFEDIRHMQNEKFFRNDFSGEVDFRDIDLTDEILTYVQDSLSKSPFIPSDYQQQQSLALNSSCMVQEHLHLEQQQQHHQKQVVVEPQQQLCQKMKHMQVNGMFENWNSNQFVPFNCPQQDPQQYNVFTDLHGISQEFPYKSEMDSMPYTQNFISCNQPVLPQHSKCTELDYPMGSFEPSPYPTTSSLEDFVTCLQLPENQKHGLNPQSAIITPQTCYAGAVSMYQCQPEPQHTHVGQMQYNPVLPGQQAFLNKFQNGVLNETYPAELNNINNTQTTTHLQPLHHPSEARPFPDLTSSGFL
proCasp7 act: counter-screen: procaspase-7 (human) activation. 330,000 compounds, 0.093% hits. activation, % at 8.5 µM. AID 463210. P55210. recombinant procaspase-7, Ac-DEVD-pNA absorbance 405 nm; D23A/D198A/D206A triple mutant, cannot self-cleave; scale: DMSO 0, 5 µM enzyme 100;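 active = percent activation above the screen-wide mean plus 3 SD, cut at about 25% in these data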
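System: Uncleavable procaspase-7 mutant enzyme; Amount: 2 µM procaspase-7 mutant as dispensed; Schedule: 1 h compound preincubation, 2 h substrate cleavage, 25 °C; Measured by: 405 nm absorbance of p-nitroaniline; Evaluation: percent activation from buffer-corrected 0–120 min absorbance change; Control set: low DMSO alone, high DMSO plus 5 µM PC-7.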
An asterisk follows results filed as active; · = not tested or not shown.

SMILES	EBNA-1 inhibitor	ZTA counter	RPL19A TOR yeast	LAP4-GFP MLPCN	MEP2 TOR yeast	proCasp3 act	AHR activator	proCasp7 act
Cc1cccc(NC(=O)CN2C(=O)N/C(=C\c3cccn3-c3cccc(C(=O)O)c3)C2=O)c1	-8	8	86	85	106	-5	1	-3
Nc1nnc(SCC(=O)NCC(=O)Nc2ccc(F)c(F)c2F)s1	·	4	97	99	94	4	3	1
CCCOC(c1ccccc1)(c1ccccc1)C(Oc1nc(C)cc(C)n1)C(=O)O (stereo not given)	-3	0	104	93	106	3	0	5
CCOc1ccccc1OCc1nn2c(-c3ccc(C)cc3)nnc2s1	-1	2	90	108	91	-2	14	-13
COc1ccc(C(=O)NCc2ccc(S(N)(=O)=O)cc2)cc1[N+](=O)[O-]	2	2	98	101	97	10	1	12
CC(C)CC(=O)N1CCN(S(=O)(=O)c2ccc(C3CCCCC3)cc2)CC1	·	4	96	106	112	3	-2	5
COc1ccc(N2CCN(C(=O)CCCC3=NS(=O)(=O)c4ccccc4N3)CC2)cc1	3	1	100	97	105	-1	2	3
COC(=O)c1ccccc1NC(=O)NC1CCCCC1	-4	-3	92	101	100	-4	8	-6
N=C(N)SCCN	5	15	106	110	99	0	-1	0
CCCNC(=O)c1cc2c(C(F)(F)F)nn(C)c2s1	-5	5	103	109	113	-4	4	24
O=C(CCC(=O)OCc1ccc([N+](=O)[O-])cc1)Nc1ccc(F)cc1	1	3	100	105	102	3	0	-2
CC1=C(C(=O)OC2CCCCC2)C(c2cccnc2)n2nnnc2N1 (stereo not given)	-11	-3	99	87	94	6	0	-1
COc1ccc(N2C(=O)CSC23C(=O)N2c4c(cccc43)C(C)=CC2(C)C)cc1 (stereo not given)	-9	-10	98	100	103	1	0	4
Cn1c(=O)c2c(nc(NCCO)n2C)n(C)c1=O	0	21	97	96	97	-3	-2	-4
CCc1cccc2c(C(=O)CCl)c[nH]c12	5	-16	111	94	108	-4	27	0
Cn1cc(/C=N/Nc2ccccc2)c2ccccc21	-1	9	104	94	102	-2	33	-11
Cc1ccc(NC(=O)COC(=O)[C@H](C)N2C(=O)C3CC=CCC3C2=O)cc1S(=O)(=O)N(C)C (stereo not given in full)	7	-4	97	100	99	-5	3	0
O=C(CN1C(=O)COc2ccc(S(=O)(=O)N3CCCC3)cc21)NC1CC1	5	6	104	90	95	1	-1	0
CCC(=O)N1c2ccc(S(=O)(=O)CCC(=O)NC3CCCC3)cc2CC1C (stereo not given)	-1	-5	100	98	102	-3	3	7
O=[N+]([O-])c1ccc2c(c1)S(=O)c1ccccc1-2 (stereo not given)	-5	-9	96	101	103	5	0	2
CCN1CCN(c2ccc(NC(=O)CCc3c(C)nc4c(-c5ccccc5)c(C)nn4c3C)cc2)CC1	2	-7	98	95	97	10	1	12
Cn1c(=O)c2c([nH]c(=O)n2C)n(C)c1=O	0	8	98	99	101	-1	13	2
COc1ccc(NC(=O)CSc2nc3sc4c(c3c(=O)n2-c2ccc(OC)cc2)CCN(C)C4)cc1	7	34*	104	97	107	1	1	-4
O=C(Nc1ccc(Cl)cc1F)C1CCN(S(=O)(=O)c2cccc3nonc23)CC1	-11	-9	97	95	103	-1	1	5
OCCNCCCOc1cc(Cl)ccc1Cl	-3	9	97	105	92	6	3	9
CC(C)CC(NC(=O)C1CCCN1C(=O)CNC(=O)OCc1ccccc1)C(=O)O (stereo not given)	6	15	104	108	111	-3	-1	-10
Fc1cccc(F)c1/C=N/Nc1ccccn1	-4	2	93	97	92	-6	36	7
COC(CNC(=O)CC1C(=O)N(Cc2ccccc2)C(C)c2nc3ccccc3n21)OC (stereo not given)	1	-2	102	91	105	4	1	9
Cc1ccc(S(=O)(=O)Nc2ccc(S(=O)(=O)NC(C)(C)C)cc2)cc1	-3	-13	99	99	96	0	0	8
COc1cccc(/C=N/NC(=O)c2cccc([N+](=O)[O-])c2)c1OS(=O)(=O)c1ccccc1	1	3	102	100	96	0	8	6
Cc1[nH]c2ccccc2c1C(=O)COC(=O)c1c(-c2ccccc2)noc1C	-11	-3	107	90	97	4	6	-2
CCC(=O)N1CCc2cc(S(=O)(=O)CCC(=O)NCc3cccc(OC)c3)ccc21	-2	7	109	103	109	11	0	9
Cc1ccccc1C(=O)NC1CCN(Cc2ccccc2)CC1	-10	-8	99	93	108	-2	3	-2
C/C(=N/NC(=O)CNC(=O)CCc1ccccc1)c1ccc(Cl)cc1	-4	-10	92	106	95	0	1	5
Cc1cc(/C=C2/SC(=S)N(c3cccc(C(F)(F)F)c3)C2=O)c(C)n1-c1cccnc1	13	15	106	129	151	-11	-3	3
COCC(C)n1c(C)cc(C(=O)CSc2nc(C)c(C)c(C)n2)c1C (stereo not given)	10	14	97	98	98	-3	12	-5
Cc1ccc(S(=O)(=O)NC(=O)c2ccccc2)cc1C(C)C	-4	-2	93	104	90	-3	-1	9
Nc1ccccc1Nc1cccc(C(F)(F)F)c1	11	-20	101	103	94	4	3	-16
O=C(Cn1nc(Cl)nc1Cl)c1ccc([N+](=O)[O-])cc1	-10	-9	109	97	116	14	0	-18
O=C(O/N=C1\CCS(=O)(=O)c2sccc21)c1c(F)cccc1F	0	2	110	113	108	2	0	9

An excerpt from above, limited to MEP2 TOR yeast:
Molecule | MEP2 TOR yeast
COCC(C)n1c(C)cc(C(=O)CSc2nc(C)c(C)c(C)n2)c1C (stereo not given) | 98
O=C(Nc1ccc(Cl)cc1F)C1CCN(S(=O)(=O)c2cccc3nonc23)CC1 | 103
Cc1ccc(S(=O)(=O)NC(=O)c2ccccc2)cc1C(C)C | 90
O=C(O/N=C1\CCS(=O)(=O)c2sccc21)c1c(F)cccc1F | 108

The listing picks up; the 4 compounds before the break are reprinted first.
SMILES	EBNA-1 inhibitor	ZTA counter	RPL19A TOR yeast	LAP4-GFP MLPCN	MEP2 TOR yeast	proCasp3 act	AHR activator	proCasp7 act
Cc1ccc(S(=O)(=O)NC(=O)c2ccccc2)cc1C(C)C	-4	-2	93	104	90	-3	-1	9
Nc1ccccc1Nc1cccc(C(F)(F)F)c1	11	-20	101	103	94	4	3	-16
O=C(Cn1nc(Cl)nc1Cl)c1ccc([N+](=O)[O-])cc1	-10	-9	109	97	116	14	0	-18
O=C(O/N=C1\CCS(=O)(=O)c2sccc21)c1c(F)cccc1F	0	2	110	113	108	2	0	9
CCC(=O)Nc1sc(Cc2ccccc2)c(C)c1C(N)=O	4	-13	104	110	118	2	0	7
CCN(CC)CCN(C(=O)c1ccc(S(=O)(=O)N(CC)c2ccccc2)cc1)c1nc2c(OC)ccc(OC)c2s1	-8	0	99	120	104	-8	38	5
CCOP(=O)(OCC)c1ccc2c(c1)C(=O)c1ccccc1CC2	·	-3	97	107	90	-1	2	-2
CCOC(=O)c1cc(NC(=O)Nc2ccc(OC)c(OC)c2)c(C)nc1C	-9	-10	103	104	105	-7	16	-15
Cc1nn(CC(=O)OCC(=O)c2ccccc2)c(C)c1[N+](=O)[O-]	·	·	112	103	117	5	-1	-14
CCOc1ccc(-n2c(C)cc(/C=N\NC(=O)CC(=O)NC3CCCCC3)c2C)cc1	4	19	115	114	110	-8	0	-3
O=C(NCc1ccccn1)c1ccccc1-c1ccccc1	3	16	102	97	100	0	3	3
Cc1c(C(=O)c2ccc(Br)cc2)c(=O)n(C)c(=O)n1C	-6	0	95	106	97	-4	0	7
COC(=O)c1c(NC(=O)C2CCCCC2)sc2c1CCN(C(C)C)C2	-17	1	110	114	100	-6	4	-2
Cc1ccc(OCC(=O)NCCNC(=O)c2cccnc2)cc1C	-19	-10	101	95	100	4	7	2
CN(C)c1ccc(/C=C/c2nc3ccccc3c(=O)n2-c2ccc(C(=O)O)cc2)cc1	8	14	93	105	95	-3	-2	-11
COc1cc(/C=C2\N=C(C)OC2=O)cc(Cl)c1OC(C)=O	14	1	110	110	110	13	0	2
Cc1ccc([N+](=O)[O-])cc1NC(=O)c1ccc(CSc2ccccc2)cc1	-15	-16	100	103	103	-1	-3	0
CN1CCc2nc(NC(=O)c3cccc(S(=O)(=O)N4CCc5ccccc54)c3)sc2C1	3	2	107	105	106	-1	15	-2
CC1CCCC(NC(=O)Cn2cc([N+](=O)[O-])ccc2=O)C1C (stereo not given)	·	-6	100	98	100	7	0	-6
O=C(CSc1nnc(CCCN2C(=O)c3cccc4cccc(c34)C2=O)n1-c1ccccc1)NCCCN1CCOCC1	15	-20	104	110	138	0	15	11
CSCCC(NC(=O)c1cccc(C)c1)C(=O)NCc1cccs1 (stereo not given)	·	·	107	113	102	2	-1	-6
Cc1nnnn1-c1cccc(C(=O)O)c1	-1	8	101	99	100	1	1	8
C/C(=N/Nc1nc(C)cc(C)n1)c1ccc(Br)cc1	9	-1	98	86	109	-7	7	9
O=C(CCSc1ccccc1)NNC(=O)c1ccccc1F	2	-7	97	101	99	2	0	16
C=CCSc1nc2ccccc2c(=O)n1Cc1ccccc1	-6	-6	105	100	107	0	2	8
CCC(=O)Nc1c2c(nn1-c1ccc(F)cc1)CS(=O)C2 (stereo not given)	-8	-12	99	84	89	2	1	-4
Cc1cc(C)nc(SCC(=O)n2c3c(c4ccccc42)CCCC3)n1	10	-4	108	97	121	10	25	-5
COCCNc1nnc(SCC(=O)NNC(=O)c2ccc([N+](=O)[O-])cc2)s1	5	10	99	102	102	1	-1	1
COCCCNC(=S)NCCc1ccc(F)cc1	4	8	98	101	97	12	7	-6
COCC1OS(=O)(=O)NC(CC(=O)SC(C)(C)C)C1C (stereo not given)	5	-9	90	121	82	-5	1	8
O=C(/C=C/c1cccc([N+](=O)[O-])c1)NCc1cccnc1	-4	-14	95	94	99	-8	63*	10
COc1ccc(-c2noc(CN(C(=O)C(C)(C)C)C(C)C)n2)cc1	0	-6	102	104	104	0	17	-12
Cc1c(C)c2ccc(OCC(=O)NC(Cc3c[nH]c4ccc(O)cc34)C(=O)O)c(C)c2oc1=O (stereo not given)	4	8	100	109	96	-2	0	11
Cc1ccc(NC(=O)/C(=C/c2ccc([N+](=O)[O-])cc2)NC(=O)c2ccccc2)cc1	2	3	100	112	102	0	6	8
COc1ccccc1NC(=O)COc1ccc(C(=O)OCC(=O)N2CCCC2=O)cc1OC	-8	1	96	96	88	11	1	6
COc1ccc([N+](=O)[O-])cc1N(CC(=O)N1CCCC1)S(C)(=O)=O	-2	21	97	102	105	0	1	-3
CC(C)(C)C1CCc2c(sc3nc(SCC(=O)O)nc(N)c23)C1 (stereo not given)	9	-3	94	102	97	2	-8	11
CC(C)c1ccc(-c2nc(N3CCCC3)nc3n[nH]c(N)c23)cc1	3	-15	102	103	102	7	4	0
COCCN(C(=O)COC(=O)CNC(=O)c1cccs1)c1c(N)n(Cc2ccccc2)c(=O)[nH]c1=O	4	9	101	110	102	6	2	-7
O=C(CSc1n[nH]c(-c2ccncc2)n1)c1ccccc1	-1	0	98	101	98	-3	9	-4
Cc1ccc(C(=O)c2ccc([N+](=O)[O-])cc2)cc1C	9	0	101	99	100	-3	-3	-1

Bioassay records deposited in PubChem by several laboratories.
